PTHR1 ag: qHTS for PTHR1 Agonists: Primary Screen; Parathyroid hormone/parathyroid hormone-related peptide receptor (Homo sapiens), Q03431; HEK293 GP2 PTHR1 cells, GloSensor cAMP luminescence, 1 h; Potency, µM (series often up to 115 µM), for the others: at the top dose activation, actives largely listed as activators; hit rate 0.075% among 410,000; AID 743266, 2014; also: potency is read from the fitted curve at half-maximal effect; nearly all actives have a fitted effect of over 55% in size; some results filed as inactive show a strong effect at the top dose; inactives centre near -15; many of its hits are not listed in these tables
Target sequence (Q03431 whole entry, looked up): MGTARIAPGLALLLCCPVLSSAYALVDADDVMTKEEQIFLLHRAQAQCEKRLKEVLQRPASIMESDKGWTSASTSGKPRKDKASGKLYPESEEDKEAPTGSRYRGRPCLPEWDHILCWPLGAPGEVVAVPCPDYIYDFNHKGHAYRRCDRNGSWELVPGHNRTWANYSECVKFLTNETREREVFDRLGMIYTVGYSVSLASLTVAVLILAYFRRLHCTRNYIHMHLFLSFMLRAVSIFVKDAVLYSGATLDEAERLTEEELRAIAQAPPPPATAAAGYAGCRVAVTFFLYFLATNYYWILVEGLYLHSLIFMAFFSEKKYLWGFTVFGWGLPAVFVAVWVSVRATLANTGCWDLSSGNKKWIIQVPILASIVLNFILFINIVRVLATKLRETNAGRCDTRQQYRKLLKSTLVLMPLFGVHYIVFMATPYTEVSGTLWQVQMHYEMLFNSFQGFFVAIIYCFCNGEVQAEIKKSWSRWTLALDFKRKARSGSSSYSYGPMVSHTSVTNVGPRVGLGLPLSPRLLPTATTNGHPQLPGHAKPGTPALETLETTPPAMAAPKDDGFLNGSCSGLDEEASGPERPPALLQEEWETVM
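HEK-293-derived GP2 cells expressing PTHR1 and a GloSensor cAMP reporter, 3,000/well, plated overnight, given luciferin plus IBMX (each 0.5 mM as added) for 1 h at 37 °C, then compound for 1 h at 37 °C. Luminescence was read after 15 min at room temperature.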
Mm-Cpn inhibitor: Inhibitors of TCP-1 ring complex (TRiC) of Methanococcus maripaludis (MmCpn): qHTS | Chaperonin Mm-Cpn (Methanococcus maripaludis) | purified Mm-Cpn ATPase, ADP Transcreener TR-FRET | Potency, µM (doses to about 76.9 µM), without a hit: top-dose activity, negative = inhibition, usual class: inhibitors | hit rate 0.031% among 330,000 | AID 504842, 2011; also: potency is read from the fitted curve at half-maximal effect; % is scaled to controls: 0 for no effect and ±100 for the full control effect; nearly all actives have a fitted effect of over 80% in size
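TR-FRET (320 nm excitation; 590 and 665 nm emission) reports ADP made from 10 uM ATP by 25 nM enzyme; compounds were preincubated 10 min, reaction run 30 min, both at 37°C.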
GLP1R inv ag: qHTS of GLP-1 Receptor Inverse Agonists (Inhibition Mode). Glucagon-like peptide 1 receptor (Homo sapiens), P43220. HEK293 GLP-1R CRE-luciferase, luminescence, 24 h; GLP-1R form is constitutively active. Potency, µM (titrated, usually from 38.3 µM), without a hit: at the top dose activity change, negative = inhibition, usual class: inhibitors. hit rate 1.6% among 410,000. AID 624417, 2012; also: potency is read from the fitted curve at half-maximal effect; % is scaled to controls: 0 for no effect and ±100 for the full control effect; nearly all actives have a fitted effect of over 55% in size
Target sequence (P43220 whole entry, looked up): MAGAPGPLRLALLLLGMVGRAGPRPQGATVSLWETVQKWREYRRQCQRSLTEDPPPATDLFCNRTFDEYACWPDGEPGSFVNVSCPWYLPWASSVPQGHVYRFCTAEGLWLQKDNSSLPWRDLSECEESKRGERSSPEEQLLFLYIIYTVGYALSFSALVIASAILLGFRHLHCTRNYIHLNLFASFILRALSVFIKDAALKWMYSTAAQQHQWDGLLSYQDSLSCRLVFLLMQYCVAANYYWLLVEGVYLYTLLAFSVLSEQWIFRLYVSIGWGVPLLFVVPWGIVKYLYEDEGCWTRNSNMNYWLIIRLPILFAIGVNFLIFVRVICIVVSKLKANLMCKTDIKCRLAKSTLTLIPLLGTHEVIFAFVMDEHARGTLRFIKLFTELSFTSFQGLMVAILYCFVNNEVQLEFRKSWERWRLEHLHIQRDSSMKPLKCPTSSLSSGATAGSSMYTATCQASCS
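Using stably transfected HEK293 (constitutively active GLP-1R, cAMP-luciferase reporter), compounds were incubated 24 hr and luciferase measured by luminescence.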
Abeta yeast res: qHTS for compounds that reverse cellular toxicity of Amyloid beta (A-beta) peptide in yeast: Primary Screen | yeast expressing A-beta42, growth rescue, OD600, 48 h; response scale: 0% DMSO, 100% iron-clioquinol control | AID 1347071, 2019 | Potency, µM (doses to about 46.1 µM), inactives show top-dose growth rescue, hits mostly activators | hit rate 0.063% among 410,000; also: potency is read from the fitted curve at half-maximal effect; nearly all actives have a fitted effect of over 55% in size
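Yeast growth medium received pinned compounds, then yeast cells expressing toxic A-beta were added; plates incubated at 30 C for 48 hr. Growth read as absorbance at 600 nm, normalized to DMSO and equimolar FeCl3 plus clioquinol controls.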
aSyn rescue: qHTS of alpha-syn Inhibitors | Yeast expressing alpha-synuclein, growth rescue, BacTiter-Glo, 24 h | Potency, µM (top dose mostly 46.1 µM), for inactives: top-dose growth rescue (activation), usual class: activators | hit rate 0.14% among 370,000; also: potency is read from the fitted curve at half-maximal effect; % of control where 0% means no effect; nearly all actives have a fitted effect of over 65% in size
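Rescue of yeast growth: cells expressing toxic alpha-synuclein, induced in galactose at OD600 0.02, incubated with compound 24 h at 30 C. ATP luminescence quantified growth; inhibitors of toxicity appear as activators.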
TDP-43 yeast inh: qHTS of TDP-43 Inhibitors. TDP-43 expressing yeast growth rescue, BacTiter-Glo, 24 h. Potency, µM (top dose mostly 46.1 µM), inactives show at the highest dose growth rescue (activation), usual class: activators. hit rate 1.8% among 410,000; also: potency is read from the fitted curve at half-maximal effect; % of control where 0% means no effect; nearly all actives have a fitted effect of over 50% in size
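Luminescence from BacTiter-Glo reports growth of TDP-43-expressing yeast after 24 hr at 30 deg C with compound. Cells were raffinose-pregrown to mid-log, then seeded in galactose medium at OD600=0.02.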
pAkt inh: HTS Assay for Inhibitors of Akt Phophorylation: Primary Screen | activity change, % for hits at 50 µM | hit rate 0.32% among 360,000 | Neuro2A IGF-stimulated pAkt S473 HTRF, 20 min; hits give low values; in the data active = activity change below about -80%; inconclusive = mostly about -51% to -80%; also: % is scaled to controls: 0 for no effect and ±100 for the full control effect
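Neuro2A cells in DMEM with 0.5% FBS, overnight at 37 deg C, given compound at single 50 µM final, then IGF (6 nM final) for 20 min at 37 deg C. Lysed; phospho-Akt Ser473 by HTRF after 24 h, 665/615 ratio.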
FUS suppressor: qHTS for Suppressors of FUS Proteinopathy: Primary screen using FUS-linked yeast assay | hit rate 0.24% among 390,000 | S. cerevisiae FUS-expressing, growth rescue, OD600, 24 h | AID 1347120, 2019 | Potency, µM (titrated, usually from 76.6 µM), inactives show at the top dose growth rescue (activation), usual class: activators;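 also: potency is read from the fitted curve at half-maximal effect; plate controls were DMSO vehicle for no effect and reference control for full effect; nearly all actives have a fitted effect of over 55% in size; some results filed as inactive show a strong effect at the top dose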
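Steps: raffinose overnight preculture; dilution to OD 0.005 in 2% galactose minimal medium; compound addition (concentration series); 24hr at 30C, 99% humidity; absorbance read at 600 nm.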
GLP1R cytotox: qHTS of GLP-1 Receptor Inverse Agonists: Cytotox Screen; Potency, µM (doses to about 38.3 µM), for inactives: top-dose activity change, negative = inhibition, hits mostly inhibitors; hit rate 0.13% among 410,000; HEK293 cAMP-luciferase reporter cells, luminescence, 24 h; AID 624418, 2012;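 also: loss of luciferase light is scored as toxicity; potency is read from the fitted curve at half-maximal effect; % is scaled to controls: 0 for no effect and ±100 for the full control effect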
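Step one: seed cells (200 cells/uL, DMEM with 10% Nu serum, 1% pen-strep). Step two: 12-hour incubation at 37 deg C. Step three: pin 23 nL compound, incubate 24 hr. Step four: add luciferase reagent, read luminescence 12 min later.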
An asterisk follows results filed as active; i = inactive; ? = inconclusive; nt = not tested or not shown; [ ] = dose if it differs, or a comment. Unless noted, calls follow the shape of the dose curve; as a rule, active = well fitted curve in the direction sought with a large enough effect; inconclusive = small, poorly fitted or top-dose-only effect, or another doubt; inactive = no such curve, though single readings can be large; an effect the other way counts as inactive or inconclusive. An excerpt. The share of hits here may be higher or lower than overall.

smiles | PTHR1 ag | Mm-Cpn inhibitor | GLP1R inv ag | Abeta yeast res | aSyn rescue | TDP-43 yeast inh | pAkt inh | FUS suppressor | GLP1R cytotox
COc1ccc(CCN2C(=O)CN(C3CCCCCC3)C(=O)C2c2ccc(OC(C)C)c(OC)c2)cc1OC (stereo not drawn) | i | nt | 5% | 10% | nt | -2% | nt | 18% | 5%
CN1CCN(C(=O)C2=C[C@@H](c3ccc(C(F)(F)F)cc3)C[C@@H](OCc3ccc(CO)cc3)O2)CC1 | i | nt | ? | -12% | -2% | 13% | i | 9% | 13%
COc1cc(C(c2oc(CO)cc(=O)c2O)c2oc(CO)cc(=O)c2O)cc(OC)c1OC | i | 0% | 11% | -30%[inhibitor] | -6% | 0% | i | 7% | 7%
Cn1c(N)c(C(=O)COC(=O)c2ccccc2C(F)(F)F)c(=O)n(C)c1=O | i | 0% | 16% | -13% | 3% | -20% | i | nt | 19%
Cc1cnc(C(=O)N2CCc3c([nH]c4ccccc34)C2c2ccc(F)cc2)cn1 (stereo not drawn) | -6% | -2% | ? | -27% | 29% | 21% | i | ? | 2%
Cc1sc(NC(=O)CCS(=O)(=O)c2ccccc2)c(C#N)c1C | i | -5% | 22% | 1% | -4% | -9% | i | 15% | -3%
CCc1cc(C(=O)N2CCCC(CNS(=O)(=O)c3cccs3)C2)n(C)n1 (stereo not drawn) | -16% | -1% | -2% | -11% | -2% | 5% | i | -12% | 9%
CCOc1cc(/C=C2\SC(=O)N(CC(=O)Nc3ccccc3F)C2=O)cc([N+](=O)[O-])c1O | i | 0% | -13% | -11% | 0% | -8% | i | 2% | -18%
O=C(N/N=C/c1ccoc1)c1ccccc1Br | i | -9% | 0% | -2% | 3% | -6% | i | -16% | 6%
COc1ccc(NS(=O)(=O)c2ccc(N3CCOCC3)c(NC(=O)c3ccccc3Cl)c2)cc1 | i | 1% | 21% | 1% | 10% | 19% | i | ? | 7%
Cc1ccc(C(=O)c2cc([N+](=O)[O-])ccc2N2CCN(C)CC2)cc1 | i | 2% | ? | 25% | 0% | 5% | i | -21% | ?
Nc1nonc1C(=O)NCCNCc1cc(Br)ccc1OCc1ccc(F)cc1 | i | 0% | -21% | 19% | nt | -7% | nt | 0% | ?
NC1=C(Cl)C(=O)c2ccccc2C1=O | -10% | nt | ? | 7% | -15% | ? | i | nt | ?
COC(=O)C(NC(=O)C(NC(=O)c1ccccc1)C(C)C)C(C)C (stereo not drawn) | i | 1% | 0% | -4% | -8% | 21% | i | -7% | 3%
OCCN(Cc1ccccc1)CC(O)COc1ccc2c(c1)OCO2 (stereo not drawn) | i | -1% | ? | 0% | 2% | 0% | i | -27% | -18%
Cc1ccc(S(=O)(=O)N2CCOC2CNC(=O)C(=O)NCCc2ccc(S(N)(=O)=O)cc2)cc1 (stereo not drawn) | i | 1% | -1% | -18% | -3% | -12% | i | 21% | 1%
Cc1ccc2cc(CN(CCCN(C)C)C(=O)NCc3ccccc3)c(=O)[nH]c2c1C | 15%[57.5 µM] | 0% | ? | 25% | 3% | -2% | i | 5% | -9%
Cc1cccc(-n2c(SCC(=O)N3CC(=O)Nc4ccccc43)nc3ccccc3c2=O)c1 | -36%[inhibitor] | ? | 27%[7.66 µM] | 1% | -2% | -27% | i | ? | 4%[7.66 µM]
CCCN(CC(=O)Nc1ccc(F)c(F)c1F)C(=O)C1=COCCO1 | -4% | 1% | 27% | 5% | 3% | -5% | i | 4% | 4%
Cc1[nH]c2ccccc2c1C(=O)CSc1ccccc1 | i | -3% | -13% | 34% | -1% | ? | i | nt | -6%
COc1ccc(S(=O)(=O)Oc2cccc(C(=S)N3CCOCC3)c2)cc1 | -10% | 0% | ? | 9% | 13% | 0% | i | 4% | -3%
CCc1ccccc1Cn1c(=O)oc2cccnc21 | -1% | -2% | 5% | 21% | -2% | 9% | i | 12% | 7%
COc1ccc2cc([C@H](C)C(=O)OCc3cn(CC(=O)c4ccc(O)cc4)nn3)ccc2c1 | -93%[inhibitor] | nt | ? | -7% | 1% | 8% | i | 43% | -8%
N#Cc1ccc(CN2CCN(C(=O)c3cccc(S(=O)(=O)N4CCCCCC4)c3)CC2)cc1 | -36%[inhibitor] | -3% | ? | 1% | 12% | 10% | i | nt | 16%
COc1ccc(-c2nc(C)c(CCNC(=O)Cc3ccc(F)cc3)s2)cc1OC | -5% | nt | 13% | -4% | 3% | 20% | nt | 1% | 3%
CCOc1ccc(C(C(=O)NC2CCCC2)N(CCOC)C(=O)CNC(=O)c2ccco2)cc1 (stereo not drawn) | i | -2% | 10% | -3% | -3% | 3% | i | 7% | -9%
CCC(=O)Nc1sc(C(=O)Nc2ccccc2OC)c(C)c1C(=O)OC | -5% | 2% | 14% | -4% | 2% | -12% | i | -7% | -9%
O=C(COc1ccc(-c2ccccc2)cc1)N/N=C/c1ccccc1Br | i | -1% | 18% | -1% | -13% | -11% | i | 26% | 5%
O=C(CCN1CCCC1)Nc1ccc(Br)cc1 | -8%[57.5 µM] | -2% | -15% | 13% | 0% | -10% | i | 14% | 2%
COCCNC(=S)N/N=C(\C)c1ccc(Cl)c(Cl)c1 | 23% | 3% | ? | 14% | -12% | 16% | i | 21% | 7%
CCCn1c(CCNC(=O)c2cccs2)nc2ccccc21 | -12% | 0% | -9% | 6% | 0% | 13% | i | -17% | -1%
Cc1ccc(CCNC(=O)CN2C(=O)COc3ccc(S(=O)(=O)N4CCCC4)cc32)cc1 | i | nt | -5% | 0% | nt | 17% | nt | 28% | 0%
Cc1cnc(NC(=O)c2nn(C)cc2[N+](=O)[O-])s1 | i | 2% | 3% | -1% | 1% | -6% | i | 10% | -20%
O=C1NC[C@H](CCCCN2C[C@H](Cc3ccccc3)N(CC3CCCCC3)C(=O)C2=O)N(CCC2CCCCC2)C1=O | -20% | nt | 12% | 0% | 1% | 0% | i | -1% | -5%
CCOc1ccc(S(=O)(=O)N2CCOCC2)cc1NC(=O)CN1C(=O)NC2(CCCC2)C1=O | 2% | -4% | 10% | -20% | -4% | -13% | i | 11% | -5%
COc1ccc(C(=O)/C=C/c2ccc(OC3CSC3)cc2)cc1OC | -29% | 0% | ? | -24% | -14% | ? | i | 25% | 16%
Cc1ccc(NC(=O)CSc2nnc(CNC(=O)c3ccco3)n2C)c(C)c1 | -11% | 3% | 13% | -8% | -21% | -21% | i | 12% | -8%
Cc1noc(C)c1NC(=O)N(C)C[C@H]1Oc2ccc(NS(=O)(=O)c3ccccc3)cc2C(=O)N([C@H](C)CO)C[C@@H]1C | 2% | 2% | 11% | 1% | 0% | 1% | i | -14% | 5%
COc1ccc(NC(=O)Cn2c(=O)n(CCCC(=O)NCCc3ccc(C)cc3)c(=O)c3ccccc32)cc1Cl | i | nt | 0% | -7% | nt | 15% | nt | -39% | 1%
COc1ccc(/C=C/C(=O)Oc2cc(C)[nH]c(=O)c2[N+](=O)[O-])cc1OC | -30%[inhibitor] | 0% | 44%[activator] | -16% | 0% | -21% | i | 20% | 13%
COc1ccc(NC(=O)CSc2nc3ccc(OC)cc3[nH]2)cc1 | i | 1% | -14% | -26% | -1% | 9% | i | -9% | -4%
S=c1[nH]nc([C@@H]2C[C@H]2c2ccccc2)n1-c1ccccc1Cl | i | -1% | -23% | ? | 1% | 19% | i | 27% | ?
Cc1cc(C)cc(-c2nnc(SCC(=O)NCC3CCCO3)o2)c1 (stereo not drawn) | -20% | nt | 12% | -7% | 10% | -20% | i | 12% | 45%[activator]
C=CCOc1ccc(/C=C/C(=O)OCC(=O)N(C)C2CCS(=O)(=O)C2)cc1 (stereo not drawn) | -63%[inhibitor] | 1% | -12% | 0% | 3% | 16% | i | nt | 0%
O=C(O)c1cnc(-c2ccccc2)nc1Sc1ccc(Cl)cc1Cl | i | 2% | 0% | -2% | 1% | 4% | i | 23% | -15%
COc1cc(/C=N/NC(=O)c2ccc(O)cc2)ccc1OCC(=O)Nc1cccc([N+](=O)[O-])c1 | -13% | 0% | 19% | -17% | -4% | 7% | i | 4% | 9%
CCOC(=O)N1CCN(C(=O)c2ccccc2-c2ccccc2)CC1 | -4% | 0% | ? | 13% | -8% | 5% | i | 4% | ?
COc1cccc(C2C(C#N)=C(C)NC3=C2C(=O)CC(C)(C)C3)c1 (stereo not drawn) | i | -3% | -5% | 6% | 3% | 10% | i | nt | 52%[activator]
CC(OC(=O)c1ccc(-c2ccc(O)cc2)cc1)C(=O)NC1CCCCC1C (stereo not drawn) | -33%[inhibitor] | -5% | ? | 12% | 6% | ? | i | -2% | -1%

Profiles, looked up by structure. Order of screens: PTHR1 ag	Mm-Cpn inhibitor	GLP1R inv ag	Abeta yeast res	aSyn rescue	TDP-43 yeast inh	pAkt inh	FUS suppressor	GLP1R cytotox
Record of Cc1cnc(NC(=O)c2nn(C)cc2[N+](=O)[O-])s1 → i	2%	3%	-1%	1%	-6%	i	10%	-20%
Record of Cc1ccc(C(=O)c2cc([N+](=O)[O-])ccc2N2CCN(C)CC2)cc1 → i	2%	?	25%	0%	5%	i	-21%	?
